# Myeloid diff 2: induction of myeloid progenitor differentiation, primary screen, cell-based, flow cytometry, MLPCN library | ER-HoxA9 myeloid progenitors, lysozyme-GFP differentiation | calls only at 10 µM | 360,000 compounds, 1% hits | AID 624256, 2012;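 active = normalized GFP-positive differentiation at or above the plate's own cutoff, the solvent-only control mean plus 3 SD; inconclusive = no clear call, values can overlap the other calls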;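 also: cells exposed to compound for four days before flow analysis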
# Rac1 GTP hydrolysis: MgcRacGAP GTPase-activating activity inhibitors, confirmation, biochemical, ADP Hunter fluorescence. MgcRacGAP-stimulated Rac1 GTP hydrolysis, ADP Hunter fluorescence; higher % means a stronger effect; GST-tagged Rac1 F28L mutant substrate. AID 624330, 2012. 340,000 compounds, 0.6% hits. inhibition, % at 30 µM, or IC50 in µM where a hit was titrated;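 active = first-screen hits whose inhibition reached a set limit at any dose in the follow-up dose series; inconclusive = inhibition above the set first-screen limit but never retested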;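 also: fluorescence reports GDP produced by GAP-driven GTP hydrolysis; strong numbers were not always called active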
# SV40 large T antigen: SV40 large T antigen inhibitors, biochemical (AID 1903); SV40 large T antigen ATPase/helicase inhibition assay; higher % means a stronger effect; inhibition, % at 20 µM; hits with a dose series show IC50 in µM; 310,000 compounds, 0.39% hits; in the data active = a potency from the dose series; inconclusive = inhibition mostly from about 32% at the one dose, without a potency; inactive = the rest, 99 in 100 with inhibition below about 32%; also: strong numbers were not always called active
# RSV antiviral HEp-2: RSV antiviral activity via CPE protection, HEp-2 cells, primary 10 µM value included (AID 2391). CPE inhibition, % at 10 µM, or IC50 in µM where a hit was titrated. HEp-2 cells, RSV-induced CPE inhibition; higher % means a stronger effect. 310,000 compounds, 0.13% hits; in the data active = a potency from the dose series; inconclusive = CPE inhibition mostly from about 23% at the one dose, without a potency; inactive = the rest, 99 in 100 with CPE inhibition below about 21%; also: strong numbers were not always called active
# Salmonella PhoP GFP: inhibitors of PhoP regulon expression, primary screen, Salmonella Typhimurium, GFP reporter (AID 1863); one-dose inhibition, % at 50 µM; IC50 in µM for titrated hits; 300,000 compounds, 0.16% hits; S. Typhimurium PhoP-regulated promoter GFP reporter, 4 h; higher % means a stronger effect;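 active = inhibition over 29.93%, a cutoff 3 SD above the screen mean, later confirmed by dose response; inconclusive = inhibition over 29.93% but no dose response follow-up; inactive = inhibition at most 29.93% or unconfirmed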;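 also: 0% = low Mg2+ inducing control and 100% = high Mg2+ repressing control; strong numbers were not always called active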
# UTI89 phage lysis: inhibition of K1F phage lysis, E. coli UTI89, bacterial capsule biogenesis inhibitors, alamar blue (AID 488966); E. coli UTI89 K1F phage lysis, alamar blue, 2 h; higher % means a stronger effect; inhibition, % at 100 µM, or IC50 in µM where a hit was titrated; 340,000 compounds, 0.02% hits;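 active = phage lysis inhibition, versus mean bacterial control, above a set limit; inconclusive = no clear call, values can overlap the other calls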;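 also: capsule biogenesis inhibitors block K1F phage lysis so surviving cells raise fluorescence; higher fluorescence means more inhibition of phage lysis; actives were called in the ten point dose series up to 300 µM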
# T cell HTS: modulators of CD8 T cell-vesicle binding, primary screen, mouse 2C CD8+ T cells, flow cytometry | calls only at 7 µM | 330,000 compounds, 0.068% hits | 2C CD8+ T cell-vesicle binding; hits give low values;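 active = response, share of CD8 T cells binding vesicles, and their 90th percentile fluorescence all below set limits, cut at about 80% in these data, passing the limit was not always enough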
#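 Also added: QL9-peptide-loaded Drosophila micro-vesicles bearing Ld, ICAM-1 and B7-1; Test system: purified 2C TCR transgenic mouse naive CD8+ T cells; Measured by: cytometric PE anti-B7-1 and Alexa647 anti-CD8 signals after 1% paraformaldehyde fixation; Timing: binding step 1.5 h, 37 °C, antibody labelling 20 min, ice.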
# NTR1 agonist: agonists of NTR1, primary screen, imaging, U2OS cells, beta-arrestin-GFP, high content (AID 493036) | Neurotensin receptor type 1 (Homo sapiens), P30989 | NTR1-U2OS beta-arrestin-GFP spot imaging, agonist mode | activation, % at 20 µM | 330,000 compounds, 0.17% hits;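 active = activation at or above 40% of the spot to cytoplasm intensity ratio, with at least 20 cells analyzed; inconclusive = wells under 20 cells, flagged as cytotoxic or low count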;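 also: 0% = DMSO without peptide and 100% = 100 nM NTR1 peptide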
# Target sequence (P30989 whole entry, looked up): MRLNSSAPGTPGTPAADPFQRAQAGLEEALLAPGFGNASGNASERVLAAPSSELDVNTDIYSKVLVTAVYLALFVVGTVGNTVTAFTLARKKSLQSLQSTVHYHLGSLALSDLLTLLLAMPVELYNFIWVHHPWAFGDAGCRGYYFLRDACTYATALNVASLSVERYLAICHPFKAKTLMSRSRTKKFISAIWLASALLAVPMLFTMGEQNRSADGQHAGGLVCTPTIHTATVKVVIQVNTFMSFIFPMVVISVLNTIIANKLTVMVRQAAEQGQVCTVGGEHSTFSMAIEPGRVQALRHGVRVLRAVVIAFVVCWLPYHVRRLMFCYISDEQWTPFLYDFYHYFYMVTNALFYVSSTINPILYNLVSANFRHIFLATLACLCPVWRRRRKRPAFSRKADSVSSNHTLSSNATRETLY
# TNAP activation fold: human TNAP enzyme activators, primary screen, biochemical, luminescent, no phosphate acceptor, uHTS (AID 1001) | activation fold at 20 µM, or EC50 in µM where a hit was titrated | 200,000 compounds, 0.03% hits | purified TNAP, luminescent activation assay, no phosphate acceptor; higher activation fold means a stronger effect; in the data active = activation fold from about 3, or a potency from the dose series; inactive = the rest, 99 in 100 with activation fold below about 1.6; also: many of its hits are not listed in these tables
# T cell HTS vesicle-bound %: recorded beside T cell HTS, whose call it bears; double positive events, %; measured here: CD8+ vesicle-bound cell fraction;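 binding gate set so that unloaded-vesicle control wells show 10% double positive cells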
# NTR1 agonist cell count 20 µM: also measured in NTR1 agonist; calls as there; cell count; measured here: cell count, cytotoxicity flag
# Myeloid diff 2 GFP+ MAC1+ %: second read-out of Myeloid diff 2, no call of its own (marks repeat the call); GFP+ MAC1+ double positive, %; measured here: differentiation confirmed by MAC1 staining
# * marks the source's active call; other numbers are inactive results; i = inactive; ? = inconclusive; . = no result given; + = active, no number; [ ] = dose if it differs, or a comment.
SMILES,Myeloid diff 2,Myeloid diff 2 GFP+ MAC1+ %,Rac1 GTP hydrolysis,SV40 large T antigen,RSV antiviral HEp-2,Salmonella PhoP GFP,UTI89 phage lysis,T cell HTS,T cell HTS vesicle-bound %,NTR1 agonist,NTR1 agonist cell count 20 µM,TNAP activation fold
O=C(CSc1nc(-c2ccccc2)cc(=O)[nH]1)N1CCc2ccccc21,i,0.5,6%,8%,2.3%,-2%,0.3%,i,48,3.6,79,1.1
Cc1cccc(N2CCN(C(=O)C3CCN(S(=O)(=O)c4c(C)noc4C)CC3)CC2)c1C,i,3.1,7%,9%,7.4%,-7%,0.7%,i,31,3.5,64,.
COc1cc(CC(=O)N/N=C/c2ccccc2)c([N+](=O)[O-])cc1OC,.,.,.,-12%,0.8%,9%,.,i,59,-0.5,54,1
COC(=O)c1ccc2c(=O)n(CCN3CCOCC3)c(SCC(=O)Nc3cccc(OC)c3)nc2c1,i,2.1,7%,11%,13%,-4%,0.0%,i,32,-1.2,42,.
COc1ccc(OC)c(S(=O)(=O)N2CCC(C(=O)N3CCCC3)CC2)c1,i,1.5,-1%,5%,1.4%,6%,-0.4%,i,52,0.7,33,.
CCc1nnc(NC(=O)c2ccc(Cl)c(S(=O)(=O)N3CCc4ccccc4C3)c2)s1,i,1.1,10%,-33%,19%,0%,1.8%[50 µM],i,47,5.8,34,1.1
Nc1nc(SCC(=O)NCc2ccc3c(c2)OCO3)n[nH]1,i,0.2,13%,0%,-0.2%,-9%,-0.9%,i,23,0.1,30,1.1
CCOC(=O)C1CCN(CCC(=O)Nc2ccc(Br)c(C)c2)CC1,i,1.1,7%,8%,1.1%,0%,0.2%,i,56,2.4,70,.
CCOC(=O)c1ccc(S(=O)(=O)NNC(=O)COc2ccc(C)cc2)cc1,i,0.8,2%,14%,2.5%,-14%,3.0%,i,40,-1.4,48,1.1
O=C(CCc1ccccc1)N1CCN(CCO)CC1,i,1.7,7%,4%,-0.7%,10%,5.9%,i,47,0.4,68,1.2
CCc1ccc(C(=O)N/N=C/c2ccc(Cl)cc2Cl)nc1,.,.,.,2%,?,-5%,.,i,54,3.2,78,1.7
O=C(COC(=O)CCc1nc2ccccc2c(=O)[nH]1)NC(c1ccccc1)c1ccccc1,i,1.3,-17%,11%,0.6%,-8%,0.9%[50 µM],i,10,0.5,53,.
COC(=O)C1=C(C)NC(C)=C(C(=O)OC)C1c1ccc(-c2cccc([N+](=O)[O-])c2)o1,i,0.1,3%,12%,2.0%,-16%,1.0%,i,11,3.7,48,.
Cc1oc(C)c(C(N)=O)c1C(N)=O,i,0.3,9%,2%,0.5%,-3%,0.4%,i,51,-0.8,58,1.1
CN(C)CCCNC(=S)NCCNc1nc2cc3c(cc2cc1C#N)OCO3,i,1.8,5%,10%,-0.7%,5%,-0.4%,i,23,0.1,37,1.2
O=C(CN1CCN(Cc2ccc(F)cc2)CC1)Nc1ccccc1F,i,1.6,3%,-1%,-1.5%,12%,-0.1%,i,11,1.2,45,.
Cc1cccc(N/C=C/c2onc(C)c2[N+](=O)[O-])c1,i,1.1,13%,4%,-0.2%,7%,0.6%,i,32,3.5,40,0.9
CC(=O)c1ccc(Nc2c(C)n(C)n(-c3ccccc3)c2=O)cc1,i,0.4,5%,19%,1.5%,2%,-0.3%,i,29,-0.5,48,1.1
COc1ccc(/C=C/C(=O)NC(C)CCc2ccccc2)cc1 (stereo not given),i,0.5,5%,8%,0.9%,11%,2.1%,i,44,0.8,47,1.2
Cc1ccn2c(=O)nc(SCC(=O)N3CCCCC3)nc2c1,i,0.3,6%,11%,-0.3%,1%,0.9%[50 µM],i,24,0.7,65,.
O=c1[nH]c2ccccc2cc1CN(Cc1ccco1)S(=O)(=O)c1ccccc1,i,0.5,6%,7%,3.5%,1%,0.4%,i,39,2.9,42,.
O=C(NCCCNc1ccnc2cc(Cl)ccc12)c1ccccc1F,i,1.1,12%,3%,0.4%,15%,0.0%,i,50,1.1,46,.
CCCCOc1ccccc1NC(=O)CC1Nc2ccccc2NC1=O (stereo not given),i,4.7,9%,.,2.7%,.,-0.2%,i,15,4.0,53,1
Cc1nn(Cc2ccccc2Cl)c(C)c1C(=O)NCc1ccco1,i,1.1,-6%,18%,1.5%,-8%,-0.6%,i,31,-2.0,44,1.1
COc1ccccc1CN(CC(=O)NCc1ccc2c(c1)OCO2)C(=O)c1ccc2c(c1)OCCO2,i,0.3,1%,10%,2.8%,-1%,-1.1%,i,37,0.7,56,1.3
COc1ccc(C2=NOC(COc3ccc4c(C)cc(=O)oc4c3)C2)c(OC)c1 (stereo not given),.,.,.,15%,1.5%,-1%,.,i,13,4.6,51,.
COc1ccc2[nH]c(=O)c(CN(c3ccccc3OC)S(=O)(=O)c3ccccc3)cc2c1,i,8.1,2%,.,2.2%,.,-2.1%,i,41,1.7,56,.
CC1(C)CC(NC(=O)c2cccc(S(=O)(=O)N(Cc3ccccc3)c3ccccc3)c2)CC(C)(C)N1,i,1.6,9%,-3%,-1.7%,1%,0.8%[50 µM],i,48,5.5,80,.
CCc1nnc(NCn2nc(C)cc2C)s1,i,0.6,4%,4%,1.2%,3%,0.1%,i,38,-1.5,92,1.1
CSc1nnc(N2C(=O)C(O)=C(C(=O)c3ccco3)C2c2ccccc2F)s1 (stereo not given),i,1.5,15%,-11%,1.7%,-14%,-2.7%,i,10,0.9,56,.
O=C(CN1C(=O)COc2ccc(Cl)cc21)Nc1ccc2c(c1)OCCO2,+,1.7*,-4%,1%,0.7%,18%,-2.0%,i,9,-0.8,36,1
O=C(c1ccc(Cl)cc1)N1CCN=C1c1ccccc1,i,0.6,8%,18%,3.1%,-7%,2.2%[50 µM],i,21,0.8,33,1
CCN(CC)CCNC(=O)c1c(C)oc2cc(Br)c(OC)cc12,i,0.7,5%,2%,-1.1%,-11%,1.4%,i,41,2.6,73,1.1
Cc1ccc(S(=O)(=O)NC(C)C(=O)NC(C)c2cccs2)cc1 (stereo not given),i,0.6,6%,5%,0.5%,7%,0.5%,i,33,-1.7,50,.
Oc1c(C=Nc2ccccc2)sc2ccccc12,i,0.4,7%,21%,0.1%,-13%,1.9%,i,39,3.1,90,0.9
CSCCC(NC(=O)c1ccccc1Cl)C(=O)N1CCCCCCC1 (stereo not given),i,1.0,2%,.,1.4%,.,0.8%[50 µM],i,32,-2.9,73,.
Cc1ccc(C2(C)NC(=O)N(CC(=O)Nc3ccc4c(c3)CCC4)C2=O)cc1 (stereo not given),i,0.1,5%,.,2.5%,.,0.0%[50 µM],i,37,0.7,60,.
COc1ccc(CCN(C)C(=O)C2CCN(Cc3ccc(C)cc3)CC2)cc1OC,i,0.3,9%,24%,0.6%,2%,-0.3%,i,19,-0.4,69,1.1
CCOC(=O)N1CCN(C(=O)Cn2ncn3nc(-c4cccs4)cc3c2=O)CC1,i,0.9,7%,4%,0.5%,-3%,-0.5%,i,3,-0.4,17,1.1
CC1(C)CC(=O)c2cc(O)ccc2O1,i,0.2,13%,15%,0.9%,6%,0.2%,i,16,0.4,36,1
COc1ccccc1CNC(=O)C1CC2Cn3c(nc4ccccc43)C2N1C (stereo not given),i,1.6,9%,1%,-1.5%,-1%,3.7%,.,.,-2.3,95,.
Cn1c2ccccc2c(=O)c2c(=O)n(Cc3ccco3)c(-c3ccc(Cl)cc3Cl)nc21,.,.,.,22%,10µM*,-5%,.,i,30,29,51,.
COc1ccc2c(=O)c3c(=O)n(CCc4ccccc4)c(C(C)C)nc3oc2c1,i,0.7,13%,11%,-0.2%,-12%,0.8%,i,13,-0.5,56,.
CCCCNC(=O)c1oc2ccc(S(=O)(=O)N3CCCC3)cc2c1C,i,0.7,10%,1%,4.0%,-4%,-0.3%,i,40,0.6,39,.
CC(=O)Nc1ccc(Sc2ccccc2C(=O)O)cc1,i,0.2,3%,15%,1.7%,-12%,-1.8%,i,37,0.7,54,1.1
CCCC(=O)Nc1c2c(nn1-c1ccc(OC)cc1)CS(=O)(=O)C2,i,1.1,9%,4%,-0.2%,-3%,1.3%,i,36,0.6,64,1
CC(=O)N1CCc2cc(Br)cc(S(=O)(=O)NCCCN3CCC(C)CC3)c21,i,0.2,6%,9%,0.4%,-5%,2.0%,i,54,-1.1,44,1.1
O=C(COC(=O)/C=C/c1cccc(F)c1)Nc1cccc(S(=O)(=O)NC2=NCCCCC2)c1,i,0.4,4%,.,.,.,0.2%[50 µM],i,32,2.5,53,.
CC(=O)c1ccc(NC(=O)CCNC(=O)c2ccc(Cl)cc2)cc1,i,0.6,9%,7%,1.4%,4%,0.2%,i,26,-0.6,82,.
CCOC(=O)C1CCCN(C/C=C/c2ccccc2[N+](=O)[O-])C1 (stereo not given),i,1.0,20%,-4%,-0.2%,16%,4.1%,.,.,0.3,53,1.1
O=C(O)c1ccc(NC(=S)N2CCCCC2)cc1,i,0.2,1%,12%,-0.5%,-16%,0.0%,i,62,0.0,36,1.1
O=C(OCc1nc2ccsc2c(=O)[nH]1)c1ccccc1,i,1.0,8%,12%,-1.6%,-10%,0.8%[50 µM],i,31,0.0,72,.
C(=N\Nc1nc2ccccc2[nH]1)/c1cccs1,i,0.5,?,17µM*,0.5%,16%,-2.7%,i,17,-7.4,95,1.1
S=C1NNC2(CC3CC2C2CCCC32)NN1 (stereo not given),i,0.3,-3%,-25%,-0.7%,8%,-0.3%,i,25,2.1,53,1.3
Cc1ccc(NC(=S)NC(=O)c2cncc(Br)c2)cc1Cl,i,0.3,.,11%,-1.6%,.,.,i,47,-0.1,53,.
Cn1cc(Br)c(-c2cccc(N3C(=O)CC(C)(C)CC3=O)c2)n1,i,0.3,9%,10%,1.9%,5%,0.7%,i,27,-1.3,45,.
